CD40 NFkB inh: CD40 pathway inhibition in BL2 cells; 0.94% of 83,000 active; BL2 NF-kB luciferase reporter, CD40L-induced, 4 h; inhibition, % at 10 µM;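 active = mean inhibition of at least 50% with a set share of replicates also reaching that level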;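 note: 0% = neutral control wells and 100% = IKK inhibitor VII at 50 µM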
Starred values were filed as active, the others as inactive; & = joins results of further samples; [ ] = remark or other dose. Only part of the results is shown, so the mix of outcomes need not match the whole.

CD40 NFkB inh	smiles
1	CCCNC(=O)C1(C)CCN(C(=O)C(c2ccccc2)c2ccccc2)C1 (stereo unspecified)
-1[25 µM]	CN(C)c1ccc2c(c1)[C@H]1C[C@@H](CC(=O)NCc3ccccn3)O[C@@H](CO)[C@H]1O2
31[25 µM]	CN1c2ccc(C3=CCCCC3)cc2[C@@H]2[C@@H](CCN2C(=O)c2ccccc2F)[C@@H]1CO
8	COC(=O)c1sccc1NC(=O)c1cnc2cc(C)nn2c1C
-1[25 µM]	CNC[C@H]1Oc2c(NS(=O)(=O)c3ccc(Cl)cc3)cccc2C(=O)N([C@H](C)CO)C[C@@H]1C
-49	Cc1cc(C)nc(SCc2csc(-c3ccccc3)n2)n1
16	COc1cc(OC)cc(C(=O)OCC(=O)NC(c2ccccc2)c2ccccc2)c1
-5	COC(=O)c1cccc(NC(=O)CSc2nc(O)c(-c3ccccc3)c(=O)[nH]2)c1
-10	O=C(COc1cccnc1[N+](=O)[O-])Nc1ccc(F)cc1
-1[25 µM]	C[C@H]1CN([C@@H](C)CO)C(=O)c2cc(-c3cccc(C(=O)N(C)C)c3)cnc2O[C@@H]1CN(C)S(=O)(=O)c1ccc(F)cc1
-94	O=C(Nc1cccc(Cl)c1)c1csc(COCCO)n1
7	C=C(C)CN1CCN(c2c(CCC#N)c(C)c(C#N)c3nc4ccccc4n23)CC1
17	Cc1ccc(S(=O)(=O)N2CCOCC2)cc1NC(=O)CNC1CCCC1
-15[25 µM]	COc1ccc([C@@H]2C/C=C\C[C@H](C(C)C)NC(=O)CCC(=O)N2)c(OC)c1
-44	COc1ccc(/C=N/NC(=O)c2nc(-c3ccccc3)cc(-c3ccccc3)n2)cc1

Entries shown so far containing a Cl atom (2):
CD40 NFkB inh	smiles
-1[25 µM]	CNC[C@H]1Oc2c(NS(=O)(=O)c3ccc(Cl)cc3)cccc2C(=O)N([C@H](C)CO)C[C@@H]1C
-94	O=C(Nc1cccc(Cl)c1)c1csc(COCCO)n1

Remaining list, next part
CD40 NFkB inh	smiles
5	Cc1cc(-c2ccccc2)cc(C)n1
9	O=C(N/N=C1/CCS(=O)(=O)c2ccc(F)cc21)c1cccnc1
-3	CO[C@@H]1CN(C)C(=O)c2ccc(NC(=O)Nc3cccc(Cl)c3)cc2OC[C@H](C)N(C(=O)Nc2c(C)noc2C)C[C@@H]1C
2	CCSc1nnc(NC(=O)CN2C(=O)N(C)C3(CCCCC3)C2=O)s1
25	C[C@@H]1CN([C@@H](C)CO)C(=O)c2c(c3ccccc3n2C)-c2ccccc2CO[C@H]1CN(C)C(=O)Nc1cccc(F)c1
-3	Cc1cc(C)c(NC(=O)CNC(=O)c2ccc(-n3cncn3)c([N+](=O)[O-])c2)c(C)c1
-29	Cc1cc(C(=O)OCC(=O)c2ccc3c(c2)OCCO3)c(C)o1
3	CCC(=O)N1[C@H](CO)[C@H](c2ccc(C3=CCCC3)cc2)[C@@H]1CNC(=O)CN(C)C
98*	O=C(COC(=O)c1ccccc1C(=O)c1ccc(Cl)c([N+](=O)[O-])c1)NC1CC1
-8	Cc1cc(OC(=O)CNC(=O)OC(C)(C)C)c2c(C)cc(=O)oc2c1
15	CCCc1n(CC(O)COCc2ccccc2)c2ccccc2[n+]1C (stereo unspecified)
-4[25 µM]	C[C@H](CO)N1C[C@H](C)[C@H](CN(C)S(=O)(=O)c2cn(C)cn2)OCc2ccccc2-c2c(n(C)c3ccccc23)C1=O
-10	COc1ccc(-c2cc(C#N)nc(N3CCN(C)CC3)n2)cc1
-5[25 µM]	CCS(=O)(=O)Nc1ccc2c(c1)C(=O)N(C)[C@@H]1CC[C@H](CC(=O)N3CCN(C)CC3)O[C@H]1CO2
-1	Cc1cc(NC(=O)c2cc(-c3ccc4c(c3)OCO4)on2)n(-c2ccccc2)n1

Quoted at random: 2 entries already listed, in no set order.
CD40 NFkB inh	smiles
25	C[C@@H]1CN([C@@H](C)CO)C(=O)c2c(c3ccccc3n2C)-c2ccccc2CO[C@H]1CN(C)C(=O)Nc1cccc(F)c1
15	CCCc1n(CC(O)COCc2ccccc2)c2ccccc2[n+]1C (stereo unspecified)

Following part
CD40 NFkB inh	smiles
4	Cc1cc(C(F)(F)F)nc(-n2cc(-c3cccc(N)c3)nn2)n1
-66	CCN(CC(=O)Nc1ccc2c(c1)OCCO2)C(=O)c1ccc(Cl)cc1Cl
8	CN(c1ccccc1)S(=O)(=O)c1cccc(C(=O)Nc2nccs2)c1
3	CCN(CC(=O)Nc1c(Cl)cccc1Cl)C(=O)C1CCN(c2ncnc3sc(C)c(C)c23)CC1
22	CC(=O)Oc1ccc(C(=O)Nc2ccc3c(c2)C(=O)N(CCC(=O)O)C3=O)cc1
-46	CC(C)C(OC(=O)c1ccccc1)c1nccc2ccccc12 (stereo unspecified)
-11&-5[25 µM]	c1cncc(-c2ccc(C3[C@H]4CNC[C@@H]3N4Cc3ccc4c(c3)OCO4)cc2)c1 (stereo partly specified)
1	O=C(CC(NC(=O)c1ccccc1Cl)c1ccccc1)Nc1ccc2c(c1)OCO2 (stereo unspecified)
9	Cc1ccccc1NC(=O)COc1coc(CN2CCN(c3ccccc3)CC2)cc1=O
-3	Cc1ccc(O)c(-c2cc(-c3cccc(Br)c3)n[nH]2)c1
-7[25 µM]	CN1C(=O)c2cc(NC(=O)Cc3cccs3)ccc2OC[C@H]2O[C@H](CC(=O)NCC3CCCCC3)CC[C@@H]21
18	O=C(COC(=O)COc1cccc(C(F)(F)F)c1)NC(=O)NC1CCCCC1
6	COc1ccc(COC(=O)CN2C(=O)NC3(CCCC3)C2=O)cc1F
7	C[C@H](NC(=O)N1CCn2c1nc1ccccc12)C(=O)NCc1ccco1
13	O=C(Nc1nncs1)C1CCCC1

Molecules above that contain an NH in an aromatic ring (2):
CD40 NFkB inh	smiles
-5	COC(=O)c1cccc(NC(=O)CSc2nc(O)c(-c3ccccc3)c(=O)[nH]2)c1
-3	Cc1ccc(O)c(-c2cc(-c3cccc(Br)c3)n[nH]2)c1

Remaining list, next part.
CD40 NFkB inh	smiles
2	COc1ccc(C(=O)Nc2cc(S(=O)(=O)N3CCCCC3)ccc2C)cc1
14	CC(C(=O)O)n1cc(Cl)cn1 (stereo unspecified)
3	CCCS(=O)(=O)NC(=O)C1(C)CCN(C(=O)c2c(F)cccc2F)C1 (stereo unspecified)
2	O=S(=O)(c1ccc(N2CCCC2)nc1)N1CCCC1
-17	CCOc1ccc(CNC(=O)c2ccco2)cc1
14[25 µM]	Cc1ccc(S(=O)(=O)N2C[C@@H]3[C@H](c4ccccc42)[C@@H](CO)N3Cc2cccnc2)cc1
5	O=C(NCc1nc2ccccc2[nH]1)c1ccc(S(=O)(=O)N2CCCC2)cc1
-2	O=C(CNCc1ccncc1)Nc1cc(S(=O)(=O)N2CCCCC2)ccc1Cl
17	CSCCC(NS(=O)(=O)c1ccc(C)cc1)C(=O)N1CC=C(c2ccccc2)CC1 (stereo unspecified)
6	CCCCNc1nc(NC)nc(Cl)c1SC
6	CCCCn1c(N)c(N(Cc2ccccc2OC)C(=O)COc2ccccc2OC)c(=O)[nH]c1=O
1	Cc1cc(C)nc(/N=C2\NC(=O)CC(C(=O)O)N2c2ccc(C)c(C)c2)n1 (stereo unspecified)
3	CCN1CC(=O)Nc2cc(S(=O)(=O)N3CCOCC3)ccc21
0	C[C@H]1CN(C)C(=O)c2cccc(N(C)C)c2O[C@@H]1CN(C)C
-10	C[C@@H]1CN([C@@H](C)CO)C(=O)c2cccc(N(C)C)c2O[C@H]1CN(C)Cc1ccc(C(=O)O)cc1
-47	Nc1sc2c(c1C(=O)NCCc1ccccc1)CCC2
2	O=C(CCN1Cc2ccccc2C1)c1ccc2c(c1)OCCO2
-9	COc1ccccc1N1CCN(/N=C/C=C\c2ccccc2[N+](=O)[O-])CC1
-2	COc1ccc(-c2cc(C(F)(F)F)nc(NCc3cccnc3)n2)cc1
0	CC(N=C1NC(C)(C)Cc2ccccc21)C(=O)O (stereo unspecified)
32	COCCn1c(C)cc(C(=O)CSc2nnnn2C2CCCC2)c1C
-13	COc1cc2ccccc2cc1C(=O)Nc1ccccc1N1CCCC1
-16	O=C(Cn1nnc(-c2ccc3c(c2)OCO3)n1)NCc1ccco1
-2	CCCNC(=O)C1(C)CCN(C(=O)c2c(Cl)cccc2Cl)C1 (stereo unspecified)
0	O=C1NC(c2ccco2)Nc2ccccc21 (stereo unspecified)
-37	OC(c1ccccc1)c1nc(-c2cccc(F)c2)cs1 (stereo unspecified)
-4	CCCNC(=O)NC[C@H]1[C@@H](c2ccc(C3=CCCC3)cc2)[C@H](CO)N1C(C)=O
18[25 µM]	N#C[C@H]1[C@@H](c2ccccc2-c2cccc(F)c2)[C@@H](CO)N1C(=O)NC1CCCCC1
6	C/C(CCC(C)C)=N\NS(=O)(=O)c1ccc(C)c([N+](=O)[O-])c1
16	C[C@H]1CN([C@@H](C)CO)C(=O)c2c(c3ccccc3n2C)-c2ccccc2CO[C@H]1CN(C)C(=O)Nc1ccccc1
7	Cc1nc(NC(=O)C2CC2)sc1C
11	O=C(CCc1ccccc1)NCc1ccncc1
3	COc1cc2c(cc1OC)C(C(N)=O)NCC2 (stereo unspecified)
7	NC(=O)Nc1cc(Cl)ccc1Cl
-3	N#Cc1ccc2c(c1)nc1ccccn12
2[25 µM]	C[C@@H]1CN([C@@H](C)CO)C(=O)Cc2cc(NC(=O)CCC(F)(F)F)ccc2O[C@@H]1CN(C)CC1CC1
-26	Cc1c(C(=O)OCCOC(C)C)[nH]c2c1C(=O)CC(C)(C)C2
-74	Cc1ccc(-c2nc3ccccc3o2)cc1NC(=O)c1ccc2c(c1)OCO2
10	O=C(CCC(=O)N1CCCc2ccccc21)N1CCN(S(=O)(=O)c2ccccc2)CC1
0	O=C(OCC(=O)N1CCCc2ccccc21)c1ccc(C(F)(F)F)cc1
22	O=C(CCC1CCCC1)NCc1ccccn1
6	CC1(C)C(=O)C=C(N2CCCCC2)c2ccccc21
9	CCOC(=O)N1C2C=CC(C2)N1C(=O)OCC
13	O=C(OCC(=O)N1CCc2ccccc2C1)c1ccc(N2CCOCC2)c([N+](=O)[O-])c1
-8	O=C(O)c1ccccc1OCCOc1ccccc1
18[25 µM]	O=C(Nc1ccc(Cl)cc1)N1C[C@H]2[C@@H](c3ccccc31)[C@H](CO)N2CC1CCCCC1
-3[25 µM]	CCS(=O)(=O)N1CC(=O)N2[C@H](CO)[C@@H](c3ccc(C4=CCCCC4)cc3)[C@@H]2C1
0	CS(=O)(=O)c1ccc(Nc2nc(C(N)c3ccccc3)cs2)cc1 (stereo unspecified)
0	COc1ccc(CN(Cc2ccc(C(=O)O)cc2)C(=S)Nc2cccc(C)c2)cc1OC
5	O=S(=O)(/C=C/c1ccccc1)c1ccccc1
5	Cc1ccc(NC(=O)Cn2cnc3c(=O)n(C)c(=O)n(C)c32)c(C)c1
-7[25 µM]	CN(C)C(=O)c1ccc(-c2ccc([C@@H]3[C@@H](C#N)N(C(=O)Cc4ccccn4)[C@H]3CO)cc2)cc1
-1	CCc1ccc(CNCCNCC(C)O)cc1 (stereo unspecified)
-5[25 µM]	C[C@@H]1CN([C@H](C)CO)C(=O)c2cc(/C=C/c3ccccc3)cnc2O[C@H]1CN(C)S(=O)(=O)c1ccccc1F
3	O=C(O)C1C2CCC(C2)C1C(=O)N1CCCC1 (stereo unspecified)
-12[25 µM]	C[C@@H]1CN([C@@H](C)CO)C(=O)c2cc(NS(=O)(=O)c3cccs3)ccc2O[C@H]1CN(C)C(=O)Nc1ccc2c(c1)OCO2
8[25 µM]	COc1ccc2c3c([nH]c2c1)[C@@H](CO)N(C(=O)CN1CCOCC1)CC31CCN(CC2CCCC2)CC1
4[25 µM]	COC(=O)C[C@H]1C[C@@H]2c3cc(NS(C)(=O)=O)ccc3O[C@@H]2[C@@H](CO)O1
5	O=C(O)C1C2C=CC(C2)C1C(=O)NCCCn1ccnc1 (stereo unspecified)
-16[25 µM]	CN(C)C(=O)c1ccc(-c2ccc([C@@H]3[C@@H](CO)N4CCCCN(CC5CC5)C[C@@H]34)cc2)cc1

Going on with the list:
CD40 NFkB inh	smiles
3	NS(=O)(=O)c1ccc(NC(=O)c2cc(-c3ccccc3O)n[nH]2)cc1
3[25 µM]	O=C(C[C@@H]1C=C[C@@H](NC(=O)c2cnccn2)[C@H](CO)O1)NCc1ccccc1F
26	CCC(Oc1ccc(C)c(C)c1)C(=O)O (stereo unspecified)
10	O=C(O)c1cn(-c2ccccc2)nc1-c1cccnc1
6	CCN(CC)S(=O)(=O)c1cccc(C(=O)NC(C)C(c2cccs2)N2CCCC2)c1 (stereo unspecified)
7	O=C(c1ccc2c3c(cccc13)CC2)C1CCCN(Cc2ccncc2)C1 (stereo unspecified)
15	O=C(COc1ccc(S(=O)(=O)NC2CCCCC2)cc1)NC1CCCCC1
-7	Cc1ccc(C)c(NC(=O)COC(=O)c2c(C)nn(-c3ccccc3)c2C)c1
3	CC(C)NC(=O)Cn1nc(C(F)(F)F)c2c1CCC2
-24	COc1ccc(-c2cc(=O)c3ccccc3s2)cc1
-2[25 µM]	C/C=C/c1ccc([C@H]2[C@@H](CO)N3CCCCN(C(=O)C4CCCC4)C[C@@H]23)cc1
10	Cc1ccc(-n2c(=O)c3sccc3n(CC(=O)NC3CCCC3)c2=O)cc1
8	CCCCNCC1CCCO1 (stereo unspecified)
6	Cc1c(Cl)cnn1CC(=O)NC1C(=O)N2C(C(=O)O)=C(CSc3nnnn3C)CSC12 (stereo unspecified)
-4	Cc1nn(-c2ccccc2)c(C)c1CNC(=O)c1ccc(S(=O)(=O)NCc2ccco2)cc1

Some of the entries above in a different format:
Structure	CD40 NFkB inh
CN(C)C(=O)c1ccc(-c2ccc([C@@H]3[C@@H](CO)N4CCCCN(CC5CC5)C[C@@H]34)cc2)cc1	-16[25 µM]
CN1c2ccc(C3=CCCCC3)cc2[C@@H]2[C@@H](CCN2C(=O)c2ccccc2F)[C@@H]1CO	31[25 µM]
COc1ccc(/C=N/NC(=O)c2nc(-c3ccccc3)cc(-c3ccccc3)n2)cc1	-44
O=C(COc1cccnc1[N+](=O)[O-])Nc1ccc(F)cc1	-10

Compound activity as filed in PubChem BioAssay.
